PPARg SRC2 recr – promotes SRC-2 coactivator recruitment by human PPARgamma. P37231. PPARgamma LBD-SRC-2 recruitment, biochemical. activation, % at 8 µM. 200,000 tested, 0.34% active; in the data active = activation above about 22%;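 also: 0% = vehicle and 100% = reference agonist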
TR-FRET SRC-2 ct – counter-screen for PPARgamma SRC-2 recruitment agonists: TR-FRET artefact; TR-FRET ratio at 8 µM; 200,000 tested, 0.4% active; hits give high values; in the data active = TR-FRET ratio above about 2000; also: inactives centre near 1500
DTT redox prof – compounds producing H2O2 with reducing agent – biochemical, NIH compound library profiling, artefact control for MLSCN library redox annotation, primary screen | DTT-dependent redox cycling H2O2, phenol red/HRP absorbance; 100% = 100 µM peroxide control, 0% = buffer | activation, % at 10 µM | 200,000 tested, 0.03% active | AID 878;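 active = activation of at least 50% relative to the plate's high and low controls in the primary single-dose screen; inactive = activation below 50%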;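 also: compound incubated with DTT at 0.8 mM final as the reducing agent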
RAM network inh – blocks the yeast RAM network | S. cerevisiae dse1pr::URA3 reporter, 5-FOA growth OD615, 2 d; analog-sensitive cbk1-as2 kinase mutant strain | inhibition, % at 50 µM | 190,000 tested, 1.8% active;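 active = inhibition above a set limit, 3 SD over mean compound inhibition, cut at about 8.4% in these data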;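 also: 0% = DMSO-only wells with no growth and 100% = 10 µM 1-NA-PP1 full growth; inhibition rescues growth on 5-FOA so higher OD means more RAM inhibition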
L major viab – Leishmania major promastigote growth inhibition; Leishmania major promastigotes, resazurin fluorescence viability; inhibition, % at 10 µM; 200,000 tested, 9% active; in the data active = inhibition above about 50%;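 also: promastigotes grown with compound for 44 hours at 28 °C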
ROMK primary – modulates human ROMK potassium channel activity. P48048. Tet-inducible ROMK, thallium flux fluorescence; actives lie on both sides. B-score at 10 µM. 130,000 tested, 2% active. AID 1918;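 active = signal ratio slope over the read window, or its plate-corrected B-score, at least 3 SD from the plate mean, either direction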;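 also: B-score of the F/F0 ratio slope over 7 to 12 s after thallium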
Target sequence (P48048 whole entry, looked up): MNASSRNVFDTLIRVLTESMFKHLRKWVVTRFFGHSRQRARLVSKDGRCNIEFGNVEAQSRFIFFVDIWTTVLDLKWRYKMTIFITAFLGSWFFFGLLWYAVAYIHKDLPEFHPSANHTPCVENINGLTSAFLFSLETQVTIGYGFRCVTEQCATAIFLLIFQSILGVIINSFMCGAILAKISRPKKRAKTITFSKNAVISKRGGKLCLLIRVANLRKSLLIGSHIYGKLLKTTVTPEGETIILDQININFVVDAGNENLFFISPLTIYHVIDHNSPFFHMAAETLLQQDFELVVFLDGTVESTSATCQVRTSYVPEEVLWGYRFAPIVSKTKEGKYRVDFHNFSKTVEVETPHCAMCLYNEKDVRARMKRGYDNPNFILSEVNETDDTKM
bIAP inhibitor – intestinal alkaline phosphatase (bovine) inhibition; inhibition, % at 20 µM; purified bovine IAP, CDP-star luminescence, 30 min; 190,000 tested, under 10 active;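 active = over 50% inhibition of intestinal alkaline phosphatase at 20 µM in the single-dose screen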
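test system = bovine IAP enzyme | medium = DEA buffer 100 mM, pH 9.8, with MgCl2 1.0 mM, ZnCl2 0.02 mM | detection = luminescence | dosing = single compound dose of 20 µM, 2% DMSO final | incubation = 30 min reaction at room temperature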
PPARg SRC3 recr – promotes SRC-3 coactivator recruitment by human PPARgamma; 200,000 tested, 0.26% active; P37231; activation, % at 8 µM; biochemical PPARgamma/SRC-3 coactivator recruitment assay; in the data active = activation above about 23%;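 also: 0% = DMSO and 100% = reference agonist; some compounds past the cut are filed as inactive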
Efa HMGR inh – blocks class II HMG-CoA reductase of Enterococcus faecalis; inhibition, % at 10 µM; purified E. faecalis HMGR, NADPH absorbance 340 nm kinetic; AID 1066; 190,000 tested, 0.41% active;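 active = inhibition above a set limit, the median over all tested compounds plus 3 SD, cut at about 9.5% in these data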;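 also: enzyme runs in reverse so mevalonate oxidation gives rising NADPH absorbance; 0% = complete reaction with DMSO and 100% = background rate lacking mevalonate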
PPARg SRC-1 ag – promotes SRC-1 coactivator recruitment by human PPARgamma; P37231; PPARgamma-SRC-1 coactivator recruitment biochemical assay; activation, % at 8 µM; 200,000 tested, 0.41% active; AID 631; in the data active = activation above about 19%;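 also: 0% = DMSO and 100% = reference agonist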
S1P3 antagonist – S1P3 (human) receptor antagonism; Q99500; CHO S1P3 NFAT-BLA reporter, FRET fluorescence, antagonist mode; inhibition, % at 4.98 µM; 170,000 tested, 0.27% active;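 active = inhibition above the plate cutoff, the mean inhibition of test wells on that plate plus 3 SD, cut at about 28% in these data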;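 also: cells challenged with S1P at its EC80 of 0.8 µM; blue over green emission ratio from cleaved BLA substrate after 4 h stimulation; 0% = S1P-stimulated wells and 100% = unstimulated DMSO-only wells; some compounds past the cut are filed as inactive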
Target sequence (Q99500 whole entry, looked up): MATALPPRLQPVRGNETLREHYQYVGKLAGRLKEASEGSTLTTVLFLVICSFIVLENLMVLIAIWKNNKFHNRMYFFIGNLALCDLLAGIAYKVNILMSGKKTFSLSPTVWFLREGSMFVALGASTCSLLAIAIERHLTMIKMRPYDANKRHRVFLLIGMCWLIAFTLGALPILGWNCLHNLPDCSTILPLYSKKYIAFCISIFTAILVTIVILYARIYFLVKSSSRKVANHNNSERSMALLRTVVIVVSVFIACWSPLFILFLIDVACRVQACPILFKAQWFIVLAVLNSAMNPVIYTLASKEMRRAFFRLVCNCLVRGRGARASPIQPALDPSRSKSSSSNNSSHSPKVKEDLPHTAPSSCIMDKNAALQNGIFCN
Numbers without * were called inactive; x = no result given. This is a random part of the collection; about 13% have a hit in one of these screens.

SMILES	PPARg SRC2 recr	TR-FRET SRC-2 ct	DTT redox prof	RAM network inh	L major viab	ROMK primary	bIAP inhibitor	PPARg SRC3 recr	Efa HMGR inh	PPARg SRC-1 ag	S1P3 antagonist
COC(=O)c1ccc(C(=O)OC)c(NC(=O)CN(C)Cc2cccc(Cl)c2Cl)c1	2	1512	0.0	2.1	15	-0.76	-1	-1	-4	-1	-5
CCCn1nnnc1-c1cc(Cl)cc(Cl)c1	8	1408	-4.1	1.2	2	0.53	-2	-4	-1	-3	x
O=C1Nc2ccccc2C(=O)C1(Cl)Cc1ccccc1 (stereo not drawn)	3	1761	-8.8	-1.1	2	x	3	19	-2	2	x
CCCCOc1ccc(S(=O)(=O)Nc2ccc(NC(C)=O)cc2)cc1	10	1372	2.3	0.0	-1	-1.7	11	1	-2	-2	x
CC1(C)Cc2c(sc3nc(-c4ccccc4)n(N)c(=O)c23)CO1	1	1556	3.1	2.2	-3	x	10	9	-8	2	x
COC(=O)CSc1nnc(-c2ccc(S(=O)(=O)N3CCCC3)cc2)n1C	4	1598	0.2	-0.7	1	0.7	1	4	4	0	x
CCCS(=O)(=O)N1CCCC(C(=O)NCCN2CCC(Cc3ccccc3)CC2)C1 (stereo not drawn)	2	1378	3.4	-0.5	3	x	-10	1	-3	0	-19
FC(F)(F)c1ccccc1NC(=S)N1CCc2ccccc2C1	6	1656	-0.8	-0.4	11	-0.5	-1	2	-5	0	0
Cc1ccc(C2NC(=O)NC3=C2CCc2ccccc23)cc1 (stereo not drawn)	-2	1256	-0.1	2.1	8	-1.3	5	-6	-5	3	-8
O=C(Nc1cc(C(F)(F)F)ccc1N1CCOCC1)c1ccc[n+]([O-])c1	1	1434	0.3	-0.3	1	1.4	9	-1	0	-3	x
CC(=O)Nc1nc(SCCCc2ccccc2)n[nH]1	0	1363	0.1	0.4	-6	x	-44	1	-3	1	-5
Cc1occc1-c1nnc(SCC(=O)Nc2ccc3c(c2)OCO3)n1CC1CCCO1 (stereo not drawn)	4	1404	0.0	0.2	-1	-0.078	21	-3	0	-3	-18
COc1ccccc1C(=O)COC(=O)CNS(=O)(=O)c1ccc(C)cc1	5	1718	0.0	-0.2	0	-1.1	11	1	-4	6	0
CCOc1cc(-c2noc(-c3cccnc3)n2)ccc1OC	1	1534	-1.3	-0.1	4	0.23	5	-7	-1	4	9
Cc1cccc(CCN(CC(=O)NC(C)(C)C)C(=O)c2csnn2)c1	9	1715	-1.1	-0.8	-5	-0.068	-4	8	3	2	-5
CCOc1ccc(Cc2nc(-c3nonc3N)no2)cc1OCC	5	1592	-0.4	2.7	-1	x	-3	-4	-9	3	6
COCCn1c(SCC(=O)Nc2nnc(C)s2)nnc1-c1ccco1	-2	1553	-0.7	2.6	-9	0.61	-1	4	-2	3	1
O=C(NC1CCCCC1)c1noc2c1CCCCC2	10	1537	0.3	-0.5	-6	x	10	3	2	-1	-1
COCCNC(=O)C(c1ccc(C)o1)N(C(=O)C(=O)NC1CCCCC1)c1ccc(F)cc1 (stereo not drawn)	10	1645	-0.1	-0.2	2	x	-4	7	0	9	-9
Cn1c(CCNC(=O)OC(C)(C)C)n[nH]c1=S	-3	1673	-2.5	1.3	-1	x	4	9	-7	6	-13
CC(C)NC(=O)Cn1c(=O)cnc2ccccc21	-10	1521	-0.1	1.9	5	-0.55	6	2	-2	-10	-7
Cc1ccc(S(=O)(=O)NCC(=O)N(c2ccccc2)C(C(=O)NCc2ccccc2)c2ccco2)cc1 (stereo not drawn)	0	1536	0.0	5.1	2	-1.9	5	-1	-3	8	-4
CSc1nc2sc(-c3ccccc3)cc2c(=O)n1N	-4	1627	-4.2	0.8	-2	0.53	8	11	-6	-5	x
O=C(Nc1nnc(-c2ccc(Cl)cc2)o1)c1cccc(N2C(=O)CCC2=O)c1	9	1552	-0.2	1.9	49	x	24	-2	-1	5	-26
CCN(C(=S)NCc1ccccc1)c1ccccc1	1	1341	0.2	1.0	24	0.05	0	2	7	2	-3
(listing goes on)
SMILES	PPARg SRC2 recr	TR-FRET SRC-2 ct	DTT redox prof	RAM network inh	L major viab	ROMK primary	bIAP inhibitor	PPARg SRC3 recr	Efa HMGR inh	PPARg SRC-1 ag	S1P3 antagonist
O=C(c1cccc(-c2ccc(O)cc2)c1)N1CCOCC1	12	1536	-0.2	0.4	-1	-0.78	0	5	2	4	x
O=[N+]([O-])c1cc(C(F)(F)F)cc([N+](=O)[O-])c1N1CCCNCC1	3	1513	0.3	3.0	3	-0.4	-6	4	-1	-2	12
Cc1cc(C)cc(N=C2NC(=O)/C(=C/c3cccs3)S2)c1	1	1611	-0.1	3.4	-2	0.092	24	6	-3	2	-12
COc1ccc(C)cc1S(=O)(=O)N1CCC(C)CC1	5	1523	1.7	1.8	-6	x	9	4	-8	0	-23
CCOC(=O)N1CCN(C(=O)c2c(-c3ccccc3)noc2C)CC1	-5	1467	-0.2	1.4	-5	x	3	0	-1	-2	-9
CC(C)(C#N)NC(=O)c1ccco1	0	1566	-0.5	0.7	-2	0.59	5	2	0	-2	-16
O=C(Nn1cc(C(=O)Nc2ccc(F)cc2F)c2ccccc2c1=O)c1cnccn1	-1	1467	-0.5	0.1	34	-0.013	-27	1	3	2	-21
O=C(Cc1ccccc1)N1CCC(c2nc(-c3ccc(F)cc3)no2)CC1	-1	1700	0.3	1.8	-8	-2.7	1	7	-1	17	1
CCOC(=O)N1CCC(NS(=O)(=O)c2cc(Br)cnc2N)CC1	-9	1534	-0.5	0.5	0	x	8	-2	-1	1	-12
Cc1ccc(NCCC(=O)c2ccccc2)cc1Cl	5	1316	0.3	1.7	-1	-0.12	6	2	2	-5	-7
Cc1ccc(NC(=O)CN(C)S(=O)(=O)c2cccc3nsnc23)cc1	-1	1562	2.1	1.2	7	0	9	-1	-1	1	-38
O=C(NCCc1ccccn1)C1CCN(S(=O)(=O)c2ccc3ccccc3c2)CC1	-12	1370	-0.3	2.5	23	-1.3	-15	0	-6	7	-4
CSc1ncccc1C(=O)OCC(=O)c1ccccc1	2	1640	-0.1	0.9	-10	-0.25	-9	1	-1	1	-9
CC(=NC1CCCCC1)C1=C(O)c2ccccc2C1=O	-3	1479	0.0	x	-2	0.0035	2	7	x	2	12
Cc1onc(-c2ccccc2)c1C(=O)Nc1c(C)n(C)n(-c2ccccc2)c1=O	-3	1583	0.3	0.4	-4	x	0	-6	-7	-3	-50
C[C@]1(C(=O)O)C=C[C@@H](Cc2ccccc2)N1C(=O)c1ccccc1	-5	1381	0.8	3.0	-3	0.57	-12	-1	-2	-2	-4
CCOC(=O)COc1cc(O)c2c(=O)cc(-c3ccccc3)oc2c1	9	1425	-0.8	3.8	-6	1.1	-11	4	-7	7	-1
O=C(Nc1ccccc1)c1ccc(-c2ccccc2C(F)(F)F)o1	-4	1539	-0.1	7.2	-3	-0.098	31	6	2	7	-8
NC(=O)c1ccc[n+](CC(=O)c2ccc(Br)cc2)c1	7	1768	-0.7	1.6	-6	1.1	4	2	9	-6	-2
Cc1nc2ccccc2n1C(=O)N1CCOCC1	1	1510	0.6	1.3	-4	x	-6	6	1	4	x
c1cc2c(cc1Oc1nc(N3CCOCC3)nc(N3CCOCC3)n1)OCO2	2	1478	0.6	-0.2	-6	-0.55	1	7	5	1	6
Cc1ccc(CNC(=O)COC(=O)c2ccc(Cl)c(N)c2)cc1	9	1588	0.2	2.2	-7	-1.3	-1	2	-2	-2	-4
COc1cccc(C2CC(C(F)(F)F)n3nc(C(=O)Nc4c(C)n(C)n(-c5ccccc5)c4=O)cc3N2)c1 (stereo not drawn)	4	1514	-0.2	3.3	-10	-0.5	-24	3	-1	3	-16
Cc1ccnc(SCc2cc(=O)c(OC(=O)c3ccccc3)co2)n1	-8	1667	-0.4	-0.9	14	-0.28	0	3	-5	1	-9
Cc1ccc(C(=O)N2CCN(S(=O)(=O)c3ccccc3)CC2)cc1	-8	1301	-0.2	0.8	34	2.7*	-13	-5	-5	-10	2
More compounds follow:
SMILES	PPARg SRC2 recr	TR-FRET SRC-2 ct	DTT redox prof	RAM network inh	L major viab	ROMK primary	bIAP inhibitor	PPARg SRC3 recr	Efa HMGR inh	PPARg SRC-1 ag	S1P3 antagonist
CCn1ncc(Br)c1C(=O)Nc1ccccc1OC	-3	1305	-0.1	-0.5	7	-0.18	5	1	-4	4	0
Cc1cccc(NC(=O)c2ccc(COc3ccc(Cl)cc3Cl)o2)n1	3	1541	0.1	3.3	5	0.43	6	1	-1	-4	x
Cc1cccc(N2CCN(C(=O)c3cc(S(=O)(=O)N(C)C)ccc3N3CCCC3)CC2)c1C	-13	1570	-0.5	2.8	54*	-0.31	-10	2	-6	0	-12
Cc1ccc(NC(=O)N2CCC(NC(=O)c3ccccc3C)CC2)cc1	1	1487	1.7	-0.9	-7	-0.44	1	-2	-4	2	5
Cc1nnc(N2CCN(Cc3ccccc3)CC2)[nH]c1=O	-1	1555	1.7	0.4	7	x	2	-2	0	1	-40
CN1C(=O)CC2(CC(=O)N(Cc3ccccc3)C2)C1=O (stereo not drawn)	0	1601	0.4	2.0	-2	-0.15	-5	11	4	2	4
Cc1ccn(-c2cccc(-n3ccc(C)n3)n2)n1	9	1546	-0.4	-0.1	-4	0.22	-4	1	-4	3	-38
COc1ccc(NC(=O)CN2C(=O)c3ccccc3Sc3ccc(C(=O)N4CCOCC4)cc32)c(OC)c1	3	1554	-1.2	3.4	7	-0.031	-2	1	-2	6	-12
CCCC(=O)OCC(=O)Nc1cc(Cl)ccc1[N+](=O)[O-]	-2	1513	0.2	0.8	-6	-0.17	13	-5	-3	-3	10
NC(=O)C1CCN(c2ncc(C(F)(F)F)cc2Cl)CC1	4	1621	-1.8	-0.5	-5	-0.57	-1	-1	-3	2	-1
CN(C)C(=O)c1cc(Br)ccc1Cl	-5	1421	0.2	3.4	-2	-0.16	3	2	2	-2	x
O=C(c1cccs1)N1CCc2c([nH]c3ccccc23)C1c1ccccn1 (stereo not drawn)	5	1586	-1.1	0.9	17	0.3	-2	8	-5	4	6
C=CCn1c(O)c(C=Nc2ccc(Cc3ccncc3)cc2)c(=O)[nH]c1=S	1	1559	3.0	2.1	2	x	-5	-8	-6	-2	x
O=C1SCCc2c1n(Cc1ccccc1)c1ccccc21	11	1524	1.6	0.9	7	0.38	1	17	-4	5	x
O=C(OCCCN=C1NS(=O)(=O)c2ccccc21)c1ccc([N+](=O)[O-])cc1	3	1505	-0.6	3.4	19	0.86	-4	1	2	5	-15
CS(=O)(=O)CCC(C(=O)OCC(=O)c1ccc(Cl)cc1)N1C(=O)c2ccccc2C1=O (stereo not drawn)	3	1687	0.0	0.0	-5	x	-57	-2	-1	0	-9
Cc1n[nH]c(=S)n(NC(=O)CC(=O)Nn2c(=S)[nH]nc(C)c2=O)c1=O	3	1674	0.0	2.8	-6	-0.86	-34	1	2	-2	14
CC(C)Cn1c(SCc2nc3ccccc3c(=O)[nH]2)nc2ccccc2c1=O	-6	1544	1.4	1.5	7	x	3	-9	-2	2	x

Screens (PubChem BioAssay)
